High-throughput results as filed in PubChem.
VEEV TC-83 Vero – inhibitors of VEEV TC-83 cytopathic effect, confirmation, Vero cells (AID 588727); Vero cells, VEEV TC-83 cytopathic effect inhibition; higher % means a stronger effect; inhibition, % at 20 µM, or IC50 in µM where a hit was titrated; 350,000 compounds, 0.13% hits; in the data active = a potency from the dose series; inconclusive = inhibition mostly from about 14% at the one dose, without a potency; inactive = the rest, 99 in 100 with inhibition below about 12%; note: strong numbers were not always called active
tuberculosis growth – growth inhibition of non-replicating M. tuberculosis (AID 488890) | Mycobacterium tuberculosis non-replicating, growth inhibition; higher % means a stronger effect | one-dose inhibition, % at 25 µM; IC50 in µM for titrated hits | 320,000 compounds, 0.39% hits; in the data active = a potency from the dose series; inconclusive = inhibition mostly from about 82% at the one dose, without a potency; inactive = the rest, 99 in 100 with inhibition below about 76%;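 note: plate controls were DMSO cells for no effect and high antibiotic wells for full effect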
H1N1 NS1A inhibition – H1N1 influenza NS1A inhibitors, functional cell based assay (AID 504329); NS1A functional cell-based assay, percent inhibition; higher % means a stronger effect; one-dose inhibition, % at 12.5 µM; IC50 in µM for titrated hits; 340,000 compounds, 0.3% hits; in the data active = a potency from the dose series; inconclusive = inhibition above about 27% without an active follow-up result; note: strong numbers were not always called active
Salmonella PhoP GFP – Inhibition of PhoP regulon, Salmonella typhi GFP reporter cells, confirmation, 4 h (AID 1850); Salmonella Typhi PhoP-promoter GFP reporter, fluorescence, 4 h; higher % means a stronger effect; inhibition, % at 50 µM; hits with a dose series show IC50 in µM; 310,000 compounds, 0.33% hits; in the data active = a potency from the dose series; inconclusive = inhibition mostly from about 25% at the one dose, without a potency; inactive = the rest, 99 in 100 with inhibition below about 19%;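 note: 0% = induced wells with vehicle and 100% = uninduced wells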
H37Rv inhibition – M. tuberculosis growth inhibition, HTS (AID 449762) | M. tuberculosis H37Rv growth inhibition, 7H9 media; higher % means a stronger effect | inhibition, % at 25 µM, or IC50 in µM where a hit was titrated | 330,000 compounds, 0.59% hits; in the data active = a potency from the dose series; inconclusive = inhibition above about 70% without an active follow-up result;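 note: bacterial growth assessed after seven days of incubation; strong numbers were not always called active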
VEEV TC-83 Vero 10K pilot screen – also measured in VEEV TC-83 Vero; calls as there; inhibition, %; measured here: 10K pilot screen inhibition
An asterisk follows results filed as active; i = inactive; ? = inconclusive; . = not tested or not shown. The order is random. Share with any hit: about 1.6%.

SMILES	VEEV TC-83 Vero	tuberculosis growth	H1N1 NS1A inhibition	Salmonella PhoP GFP	H37Rv inhibition	others
COc1cc2c(cc1OC)C(C(=O)NC(C)c1ccccc1)CC(=O)N2 (stereo unspecified)	0.3%	-8.8%	21.6%	-1.9%	-2.1%
COc1ccccc1C(=O)C1CCCN(C(=O)c2cccnc2SC)C1 (stereo unspecified)	i	1.8%	7.2%	-6.1%	7.3%
CCc1ccc(CN2CCN(c3ncccn3)CC2)cc1	i	18.0%	-2.8%	0.3%	-0.2%
COc1ccccc1C(O)(C(=O)NN(C(=O)c1ccccc1)c1ccccc1C)c1cccs1 (stereo unspecified)	0.1%	2.6%	0.1%	2.1%	1.3%
COc1ccc(C(CC(=O)c2ccccc2)CC(=O)c2ccccc2)cc1	6.8%	2.0%	16.5%	4.2%	9.5%
CC1=C(C(=O)OC(C)C)C(c2ccccn2)n2ncnc2N1 (stereo unspecified)	2.0%	-10.3%	-12.4%	-4.8%	-2.8%	VEEV TC-83 Vero 10K pilot screen=0.4
COc1ccc(CCN(C)C(=O)CCc2nnc(-c3ccccc3)o2)cc1OC	i	10.7%	-1.2%	-8.8%	0.1%
CCOC(=O)c1ccc(NC(=S)N2CCN(S(C)(=O)=O)CC2)cc1	i	1.2%	-3.3%	4.3%	-5.2%
Cc1ccc2nc(-c3ccc4c(c3)NC(=O)CO4)cn2c1	2.3%	0.5%	10.6%	8.8%	5.8%
CCOc1ccccc1NC(=O)c1cccc2ccccc12	1.8%	75.8%	-2.1%	3.5%	?
CS(=O)(=O)N1CCN(C(=O)C2c3ccccc3Oc3ccccc32)CC1	i	-2.5%	-4.8%	-10.1%	-3.1%
COc1ccc(OC)c(NC(=O)CS(=O)(=O)Cc2ccccc2)c1	4.9%	.	-5.0%	.	.
CCN(CC)S(=O)(=O)c1ccc(Cl)c(C(=O)OCC(=O)c2c(N)n(C)c(=O)n(C)c2=O)c1	3.0%	4.2%	4.1%	12.8%	1.4%
Cc1ccc(CC(=O)OC(C)C(=O)NC2CCCCC2C)cc1C (stereo unspecified)	1.2%	32.2%	-4.8%	.	-5.9%
Cc1ccc(C(=O)Nc2ccc(N3CCN(C)CC3)cc2)cc1	3.0%	-9.4%	19.8%	6.0%	?
Cc1sc2nc3n(c(=O)c2c1C)CCCS3	2.6%	-0.5%	-2.2%	5.5%	0.5%
Cn1c(=O)oc2cc(S(=O)(=O)NCCC(=O)NCc3ccc(F)cc3)ccc21	0.9%	-12.7%	8.7%	-4.1%	-4.7%
Cc1cccc(C)c1NC1=NC(=S)N(c2ccc(N(C)C)cc2)C1(C)C	0.0%	56.3%	27.5%	11.7%	-1.0%
CS(=O)(=O)N(CC(=O)N1CCc2ccccc2C1)c1cccc([N+](=O)[O-])c1	i	-12.6%	2.1%	-0.3%	3.3%
Cc1ccc(-c2cn(-c3ccc(OC(F)F)cc3)c3[n+]2CCCCC3)cc1	i	8.9%	-3.5%	7.1%	-3.6%
O=C(NCCO)C(=O)c1c(-c2ccccc2)cc2ccccn12	1.4%	8.8%	-3.0%	8.1%	-2.0%
CC1(C)CCSC(/C=C/c2ccccc2)=N1	19.3µM*	.	1.4%	.	.
O=[N+]([O-])c1ccccc1/C=C/C=N/Nc1nc(N2CCCCC2)nc(N2CCCCC2)n1	1.2%	34.7%	5.6%	5.9%	20.3%
COC(=O)c1ccc(NC(=S)NNC(=O)c2ccccc2)cc1	1.3%	50.0%	-6.7%	28.9%	2.0%
Cc1cc(C)cc(NC(=O)c2ccc(N3C(=O)C4CCCCC4C3=O)cc2)c1 (stereo unspecified)	2.1%	18.2%	4.3%	-0.2%	4.5%

Six compounds already listed, sorted by SMILES length, high to low.
SMILES	VEEV TC-83 Vero	tuberculosis growth	H1N1 NS1A inhibition	Salmonella PhoP GFP	H37Rv inhibition	others
CCN(CC)S(=O)(=O)c1ccc(Cl)c(C(=O)OCC(=O)c2c(N)n(C)c(=O)n(C)c2=O)c1	3.0%	4.2%	4.1%	12.8%	1.4%
COc1ccccc1C(O)(C(=O)NN(C(=O)c1ccccc1)c1ccccc1C)c1cccs1 (stereo unspecified)	0.1%	2.6%	0.1%	2.1%	1.3%
Cc1ccc(-c2cn(-c3ccc(OC(F)F)cc3)c3[n+]2CCCCC3)cc1	i	8.9%	-3.5%	7.1%	-3.6%
CS(=O)(=O)N1CCN(C(=O)C2c3ccccc3Oc3ccccc32)CC1	i	-2.5%	-4.8%	-10.1%	-3.1%
Cc1ccc(C(=O)Nc2ccc(N3CCN(C)CC3)cc2)cc1	3.0%	-9.4%	19.8%	6.0%	?
CC1(C)CCSC(/C=C/c2ccccc2)=N1	19.3µM*	.	1.4%	.	.

Further compounds:
SMILES	VEEV TC-83 Vero	tuberculosis growth	H1N1 NS1A inhibition	Salmonella PhoP GFP	H37Rv inhibition	others
CCCN1CCN(C(=O)c2c(Cl)cnn2C)CC1	0.4%	-6.2%	-0.1%	-3.5%	7.6%
CCOC(=O)c1cc(-c2ccccc2)sc1NC(=S)Nc1cccc(C)n1	1.9%	5.8%	7.4%	-4.5%	-4.0%
O=C(CNC(=O)c1ccco1)OCC(=O)c1cccc2ccccc12	0.7%	28.8%	0.9%	-5.2%	-1.7%
C=CCOC(=O)C1=C[C@@H](c2coc3ccccc3c2=O)C[C@@H](OCCCCO)O1	0.9%	8.5%	2.5%	-5.0%	9.8%
COc1ccccc1NC(=O)CSc1nnc(CCNC(=O)c2ccc(C)cc2)n1C	i	3.3%	-7.9%	2.4%	3.6%
COc1ccc(Nc2nnc(SCC(=O)NC3CCS(=O)(=O)C3)s2)cc1 (stereo unspecified)	0.5%	.	-2.7%	.	.
O=C(Cc1cccc(C(F)(F)F)c1)NCc1cccnc1	2.1%	-7.4%	-10.5%	-9.1%	-3.5%
CCOC(=O)c1cnc(-c2ccccc2)nc1Oc1ccc(OC)cc1	0.5%	49.4%	-4.8%	4.4%	5.4%
CCn1c(SCC(=O)N2CCN(c3ccccc3F)CC2)nnc1-c1ccoc1C	i	24.1%	2.1%	-1.1%	-1.8%
COc1ccc2c(c1)OC[C@H]1[C@H]2N2C(=O)[C@H](C)NC(=O)[C@@]2(C)[C@H]1c1ccccc1	8.8%	9.6%	1.2%	.	-7.4%
COc1ccc(O)c(/C=N/c2sc(C)c(C)c2C#N)c1	6.1%	-0.1%	3.1%	1.0%	1.9%
O=C(Nc1cc(S(=O)(=O)N2CCOCC2)ccc1N1CCOCC1)c1cccs1	7.6%	10.4%	-5.8%	.	-12.5%
COc1cccc(C(=O)C2CN(C)CC2c2ccc(Cl)cc2)c1 (stereo unspecified)	4.5%	14.7%	-8.9%	3.2%	2.4%
Cc1nn(-c2ncc(C(F)(F)F)cc2Cl)c(=O)n1-c1ccccc1F	1.0%	-2.0%	-2.3%	0.9%	4.3%
CCOC(=O)C1=C(C)NC(=O)NC1c1ccsc1 (stereo unspecified)	2.0%	-0.6%	11.9%	4.3%	-1.7%
CCCC(C)C(=O)Nc1ccc(F)c(Cl)c1 (stereo unspecified)	i	71.5%	-1.0%	-2.2%	-2.9%
O=C(C(Cl)Cl)N1CCN(Cc2ccccc2)CC1	0.4%	?	-4.0%	-2.8%	64.9%
CCNc1nc(Oc2c(Cl)cccc2Cl)cc(C(F)(F)F)n1	1.5%	1.9%	-4.8%	9.8%	-3.4%
COc1cccc(C(=O)NNC(=O)CCN2CCN(c3ccccc3)CC2)c1	1.0%	22.9%	-0.3%	.	6.7%
CN(C)S(=O)(=O)c1cc(NC(=O)CSc2cccc[n+]2[O-])ccc1Cl	0.7%	-6.0%	-1.5%	.	7.6%
CCc1ccnc(NS(=O)(=O)c2ccc3c(c2)OCCO3)c1	2.3%	-0.8%	.	5.0%	-2.6%
CNS(=O)(=O)c1ccc2nc(NC(=O)/C=C/c3ccco3)sc2c1	5.5%	18.9%	5.9%	3.4%	1.3%
COc1cc(C(=O)CCN2CCC(c3ccccc3)C2)cc(OC)c1OC (stereo unspecified)	4.3%	6.41µM*	25.3%	2.1%	-4.6%
COc1cccc(CNC(=O)c2cccnc2Sc2ccc(C)cc2C)c1	5.1%	21.5%	16.7%	-11.7%	6.5%
CC1(C)Cc2nc(NCCN3CCOCC3)c(C#N)cc2CO1	i	-8.7%	-5.6%	20.2%	-8.1%	VEEV TC-83 Vero 10K pilot screen=0.8
SMILES	VEEV TC-83 Vero	tuberculosis growth	H1N1 NS1A inhibition	Salmonella PhoP GFP	H37Rv inhibition	others
CCN(CC)C(=O)c1sc(NC(=O)c2c(OC)cccc2OC)c(C#N)c1C	0.1%	-8.3%	7.6%	-2.1%	-12.0%
COC(=O)C(=C/C=C/c1cccnc1)C(=O)OC	1.9%	7.5%	-0.5%	-3.0%	-3.7%
O=C(Cn1cc(C(F)(F)F)ccc1=O)N/N=C/c1ccc(O)cc1	i	-7.0%	-4.8%	-7.1%	-10.6%
O=C(Cc1ccccc1)Nc1ccc2c(c1)CCC2	0.9%	41.4%	4.1%	-5.2%	4.5%
O=C(Cc1nc(-c2cnccn2)no1)NNC(=O)Nc1ccccc1	i	-24.4%	8.1%	-24.0%	3.3%
CC1Cc2ccccc2N1C(=O)CNc1cccc(S(=O)(=O)N2CCCC2)c1 (stereo unspecified)	5.4%	19.9%	-0.7%	7.3%	0.2%
CCOC(=O)C1=NNC(C(=O)c2ccc(C)cc2)C1c1ccc(C)cc1 (stereo unspecified)	1.6%	49.7%	7.5%	-6.5%	10.6%
COC(=O)C(CCSC)NC(=O)CNS(=O)(=O)c1ccc(F)cc1 (stereo unspecified)	3.8%	-2.9%	8.0%	-5.4%	-12.5%
CC(C)(C)n1nnnc1C(c1ccc(F)cc1)N1CCC(C(N)=O)CC1 (stereo unspecified)	3.6%	-4.2%	5.2%	-7.1%	-10.7%
Cc1cccc(NC(=S)NC(=O)/C=C/c2ccccc2)n1	0.5%	-1.8%	-10.4%	-2.3%	-2.5%
Cc1cc(CNC(=O)COc2ccc(F)cc2)c2ccccc2n1	0.2%	24.1%	5.4%	-3.9%	-6.8%
CC1(C)CC(=O)C2=C(C1)Nc1ccccc1N1C(=O)c3ccccc3C21 (stereo unspecified)	i	26.3%	-1.2%	-7.5%	-4.4%
COCCn1c(SC(C)C(=O)NCC2CCCO2)nc2sc3c(c2c1=O)CCC3 (stereo unspecified)	6.9%	11.4%	-3.6%	14.3%	-12.5%
COc1ccc(CN2CCN(CCc3ccccc3)C(CCO)C2)c(Cl)c1OC (stereo unspecified)	0.4%	-8.0%	-5.3%	-0.6%	-4.3%
CCCOc1ccc(N2C(=O)C3C4C=CC(CC4)C3C2=O)cc1 (stereo unspecified)	i	9.0%	-8.9%	1.0%	-9.9%
O=C(c1ccc(CS(=O)(=O)c2ccc(Br)cc2)o1)N1CCCC1	i	.	-3.2%	-3.2%	-12.5%
CC(=O)NS(=O)(=O)c1ccc(NC(=S)NC(=O)Cc2ccccc2)cc1	1.3%	-13.7%	3.6%	1.6%	4.4%
CCCNC(=O)CN(c1cccc(F)c1)S(C)(=O)=O	i	-5.4%	-3.2%	-10.2%	-7.6%
COC(=O)c1cc(-c2ccc(Br)cc2)n[nH]1	1.9%	5.3%	-20.6%	-7.9%	-4.1%
Cc1ccc(NC(=O)Nc2nnc(Cc3ccc([N+](=O)[O-])cc3)s2)cc1	1.9%	-4.2%	1.8%	3.2%	5.9%
CCOC(=O)C1=C(COC(=O)CCOc2ccc(OCC)cc2)NC(=O)NC1C (stereo unspecified)	0.6%	-6.6%	-4.0%	.	-1.7%
Cc1ccc(C(=O)NC(=S)NNS(=O)(=O)c2ccc(C)cc2)cc1	0.1%	?	-0.2%	1.8%	-3.5%	VEEV TC-83 Vero 10K pilot screen=1.8
CSCCC(NC(=O)c1ccc(Cl)c([N+](=O)[O-])c1)C(=O)N1CCN(C/C=C/c2ccccc2)CC1 (stereo unspecified)	0.9%	34.7%	12.3%	-1.3%	4.4%
COc1ccc(-c2ccc(-c3noc(-c4ccccc4F)n3)c(OC)n2)cc1	3.4%	.	26.8%	.	.
O=C(/C=C/Nc1ccc(F)cc1F)c1ccc(Br)cc1	i	-2.4%	.	1.3%	0.7%
O=C(NNC(=O)c1cc(Br)c(Br)s1)c1csc(N2CCOCC2)n1	1.2%	-4.7%	-9.8%	2.1%	-0.8%
COc1ccccc1NC(=O)c1ccc(NC(=O)CN2CCCC2)cc1	1.6%	9.8%	-8.1%	13.4%	-8.5%
O=C(CSc1nnc(C2CC2)n1-c1ccccc1)NC1CCS(=O)(=O)C1 (stereo unspecified)	0.3%	4.8%	3.5%	.	-0.6%
Cc1nn(C)c(C(=O)NNC(=S)NCc2ccco2)c1Br	1.0%	-4.9%	4.8%	-0.4%	-1.1%
O=C(CSc1nnc(Nc2ccccc2)s1)NCC1CCCO1 (stereo unspecified)	4.8%	12.6%	-14.3%	.	-10.1%
